XBP1 UPR activ: adaptive UPR (XBP1) activation | 330,000 tested, 0.33% active | AID 463104 | CHO-XBP1 luciferase reporter, IRE1-XBP1 UPR activation, luminescence; percent of tunicamycin response, DMSO as zero | activation, % at 20 µM;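 active = versus positive control, 20 µM dose yields 30% or more activation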;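 note: 100% = tunicamycin at 10 µg/mL and 0% = DMSO only wells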
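Signal: luciferase luminescence; Assay system: CHO-XBP1 luciferase reporter cells; Amount: one thousand reporter cells per well; Dosing: 20 µM single concentration, DMSO 1%; Benchmarks: high control tunicamycin 10 µg/mL final, low control DMSO vehicle only; Schedule: 6 h compound exposure at 37 °C, 5% CO2; Evaluation: percent activation relative to tunicamycin reference.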
TIM10 inh: growth inhibitors of TIM10 yeast strain; S. cerevisiae TIM10 strain growth, BacTiter-Glo luminescence, 24 h; inhibition, % at 10 µM; 330,000 tested, 1.4% active;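 active = inhibition of 40% or more at the single tested concentration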;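 note: wild-type TIM10 isogenic control strain grown at permissive 25 °C; 0% = DMSO yeast wells and 100% = minimal medium wells without yeast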
APJ antag: blocks the human apelin receptor APJ; CHO-K1 APJ beta-arrestin complementation, luminescence; inhibition, % at 20 µM; 330,000 tested, 0.32% active; AID 2521;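 active = inhibition above about 40% at 20 µM, limit read from the data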;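 note: cells challenged with 10 nM apelin-13 agonist together with compound; plate controls were apelin-13 plus DMSO wells for no effect and DMSO wells lacking apelin-13 for full effect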
Target sequence (P35414 whole entry, looked up): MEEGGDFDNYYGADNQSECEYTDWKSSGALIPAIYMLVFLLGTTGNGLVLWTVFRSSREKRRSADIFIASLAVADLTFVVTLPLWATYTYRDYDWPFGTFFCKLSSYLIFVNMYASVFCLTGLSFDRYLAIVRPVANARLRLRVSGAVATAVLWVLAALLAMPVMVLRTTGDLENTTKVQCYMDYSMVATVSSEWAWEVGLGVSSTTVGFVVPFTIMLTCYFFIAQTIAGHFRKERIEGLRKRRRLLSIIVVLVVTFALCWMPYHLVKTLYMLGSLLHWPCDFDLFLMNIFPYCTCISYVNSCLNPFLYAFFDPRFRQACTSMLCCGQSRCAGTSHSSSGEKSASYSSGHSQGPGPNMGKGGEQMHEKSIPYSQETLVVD
tim23-1 inh: inhibits growth of tim23-1 mutant yeast; inhibition, % at 20 µM; AID 463212; S. cerevisiae tim23-1 growth, BacTiter-Glo luminescence, 24 h; 330,000 tested, 1.3% active;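 active = growth inhibition of the mutant yeast at or above 50%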;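 note: temperature-sensitive mutant grown at 25 °C; plate controls were DMSO-treated mutant yeast for no effect and medium wells lacking yeast for full effect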
APJ agonist: agonists of human APJ apelin receptor | 330,000 tested, 0.11% active | activation, % at 20 µM | AID 2520 | CHO-K1 APJ PathHunter beta-arrestin, luminescence; 0% DMSO wells, 100% apelin | P35414;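 active = activation more than six SD over the plate average, tested at 20 µM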;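 note: 0% = DMSO alone and 100% = apelin-13 at 10 nM; some results filed as inactive read as strong as hits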
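system = engineered CHO-K1 APJ arrestin reporter cells | input = 1000 cells per well | timing = overnight seeding, 90 min compound at 25 °C, 1 h detection | measured by = enzyme-fragment complementation luminescence | read-out = beta-arrestin recruitment to APJ as agonist activity, luminescent signal | control set = negative DMSO alone, positive Apelin-13 at 10 nM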
Mdm2-MdmX inh: human Mdm2/MdmX binding inhibition | O15151+Q00987 | AID 485346 | inhibition, % at 8 µM | SaOS-2 split-luciferase Mdm2/MdmX complementation, luminescence | 330,000 tested, 3% active;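 active = inhibition of at least 50% at 8 µM in the primary screen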
UPR CHOP act: activators of apoptotic arm of unfolded protein response (CHOP); CHO-CHOP luciferase reporter, UPR activation, luminescence; percent of tunicamycin response over DMSO baseline; activation, % at 10 µM; 330,000 tested, 0.34% active;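 active = at 10 µM dose, activation of 40% or more, normalized to positive control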;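 note: 100% = tunicamycin at 10 µg/mL and 0% = DMSO alone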
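System: CHO-CHOP luciferase reporter cell line; amount: 500 cells/well; buffer or medium: F12 medium containing 10% fetal bovine serum; incubation: 6 h compound exposure at 37 °C after overnight seeding; measured by: luciferase luminescence after 10 min with Steady-Glo reagent; evaluation: % reporter activation, DMSO baseline versus tunicamycin full activation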
tim10-1 inh: growth inhibitors of tim10-1 mutant yeast. AID 463190. inhibition, % at 20 µM. S. cerevisiae tim10-1 ts strain growth, BacTiter-Glo, 24 h. 330,000 tested, 2.2% active;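 active = inhibition of at least 40%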;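 note: mutant grown at 25 °C; 0% = DMSO wells with yeast and 100% = wells holding no yeast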
CXCR6 inh: blocks human CXCR6 beta-arrestin recruitment; O00574; CHO-K1 PathHunter CXCR6 beta-arrestin, luminescence; inhibition, % at 20 µM; 360,000 tested, 0.36% active; in the data active = inhibition above about 34%, passing the limit was not always enough;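 note: antagonist mode with CXCL16 agonist at 10 nM final; 0% = 10 nM CXCL16 with DMSO and 100% = unstimulated wells without agonist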
Target sequence (O00574 whole entry, looked up): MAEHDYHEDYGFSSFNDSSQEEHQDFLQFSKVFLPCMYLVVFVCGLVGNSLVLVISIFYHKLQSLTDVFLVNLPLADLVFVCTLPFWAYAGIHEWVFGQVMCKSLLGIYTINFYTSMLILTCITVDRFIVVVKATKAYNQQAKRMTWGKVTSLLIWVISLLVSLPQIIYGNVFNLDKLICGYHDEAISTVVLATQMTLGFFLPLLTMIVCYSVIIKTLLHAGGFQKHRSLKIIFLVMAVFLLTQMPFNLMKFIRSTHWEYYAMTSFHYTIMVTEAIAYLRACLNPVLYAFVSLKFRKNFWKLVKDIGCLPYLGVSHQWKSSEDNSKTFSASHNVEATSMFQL
Starred values were filed as active, the others as inactive.

item	Structure	XBP1 UPR activ	TIM10 inh	APJ antag	tim23-1 inh	APJ agonist
1	O=C(Nc1cccc(-c2nc3cccnc3s2)c1)C1c2ccccc2Oc2ccccc21	440*	1	17	18	1
2	CN(C)C=NC(=O)c1cc(C(=O)c2ccc(Cl)cc2Cl)c[nH]1	-5	-8	-3	17	3
3	Cc1ccc(C(=O)N2CCN(C(=O)CN3CCOCC3)C2)cc1	-4	7	4	10	-1
4	CC(C)=CCCC1=CCC(/C(C)=N/NC(N)=O)CC1 (configuration not stated)	5	-2	2	2	1
5	CCOc1cc(C)c(Cl)cc1S(=O)(=O)N(C)C	-2	1	6	5	-3
6	Cc1cc(C)cc(OCC(=O)OCCN2C(=O)c3ccccc3C2=O)c1	-2	8	6	20	-3
7	CCOc1cc(NC(=O)c2ccccc2OC)c(OCC)cc1NC(=O)c1ccccc1	-1	0	2	-17	4
8	CC1CC(C)CN(C(=O)CNC(=O)c2sc3ccccc3c2Cl)C1 (configuration not stated)	2	18	14	45	1
9	CC(C)OP(=O)(c1ccc(N(C)C)cc1)C(O)c1ccncc1 (configuration not stated)	-1	-7	12	-5	-3
10	COc1ccc(/C=N/NC(=O)c2cc3c(ccc4ccccc43)o2)c(OC)c1	1	-2	-42	20	20
11	O=C(CSc1nnnn1-c1ccccc1)Nc1ncc2c(n1)CC(c1ccco1)CC2=O (configuration not stated)	-3	4	13	-1	0
12	CCOC(=O)c1c(NC(=S)NC)sc2c1CCCC2	-3	21	18	31	-2

item	Mdm2-MdmX inh	UPR CHOP act	tim10-1 inh	CXCR6 inh
1	28	281*	13	-4
2	40	-0.5	0	-6
3	-6	-1.2	7	-4
4	-2	-0.2	-4	-1
5	14	-1.2	16	-1
6	12	-0.4	13	7
7	13	2.3	-19	-10
8	-34	4.8	37	-4
9	-10	-3.7	3	-3
10	15	-1.8	11	-11
11	-9	2.0	-5	3
12	13	-0.6	16	9

Structures listed above shown as hits in XBP1 UPR activ.
item	compound	XBP1 UPR activ	APJ antag	Mdm2-MdmX inh	CXCR6 inh
1	O=C(Nc1cccc(-c2nc3cccnc3s2)c1)C1c2ccccc2Oc2ccccc21	440*	17	28	-4

The listing continues.
item	Structure	XBP1 UPR activ	TIM10 inh	APJ antag	tim23-1 inh	APJ agonist
13	Cc1[nH]c2ccccc2c1C(C[N+](=O)[O-])c1ccco1 (configuration not stated)	-2	12	0	9	-1
14	CCCN1C2CCCC1CC(NC(=O)c1ccccc1OCC)C2 (configuration not stated)	-1	10	21	-7	-19
15	CC1(C)OC(=O)C(=CNC(CCC(N)=O)C(=O)O)C(=O)O1 (configuration not stated)	-1	1	-4	5	-5
16	O=c1[nH]c2ccccc2nc1C(F)(F)F	2	1	-17	0	-6
17	CCC(C)N(C(=O)COC(=O)CNC(=O)c1sc2ccccc2c1Cl)C1CCS(=O)(=O)C1 (configuration not stated)	1	-5	9	5	4
18	Cc1cccc(C(=O)NCc2nnc(SCC(=O)Nc3nnc(C)s3)n2C)c1	-2	-12	-5	-11	0
19	COc1cccc(NC(=O)CCC2CCN(C(=O)c3cccc(NC(C)=O)c3)CC2)c1	-7	9	13	-5	-4
20	CCC1(c2ccc(F)cc2)NC(=O)N(CC(=O)Nc2ccccc2C)C1=O (configuration not stated)	0	-4	-3	13	2
21	CCOc1ccccc1NC(=O)CCCn1cc([N+](=O)[O-])cn1	-2	-16	10	13	-1
22	Cc1cc(C(=O)CN2C(=O)NC(C)(c3ccccc3)C2=O)c(C)n1CC1CCCO1 (configuration not stated)	1	8	4	-7	0
23	CCCCN(CC)CCNc1c(NC2CCN(C(=O)OCC)CC2)c(=O)c1=O	-2	-12	3	9	-2
24	CNC(=O)COC(=O)c1ccc(-c2nc3ccccc3s2)s1	-2	26	-31	28	1

item	Mdm2-MdmX inh	UPR CHOP act	tim10-1 inh	CXCR6 inh
13	6	0.2	19	4
14	-22	0.6	13	6
15	0	-0.8	4	7
16	-9	0.8	12	-4
17	-8	0.6	-2	0
18	5	-1.0	-16	-2
19	24	1.4	-6	-2
20	-29	1.1	-7	3
21	11	0.9	17	5
22	12	3.2	-29	4
23	25	1.6	8	-2
24	-26	-1.7	24	-2

Reprinted at random: 5 compounds from above
item	Structure	XBP1 UPR activ	TIM10 inh	APJ antag	tim23-1 inh	APJ agonist
23	CCCCN(CC)CCNc1c(NC2CCN(C(=O)OCC)CC2)c(=O)c1=O	-2	-12	3	9	-2
14	CCCN1C2CCCC1CC(NC(=O)c1ccccc1OCC)C2 (configuration not stated)	-1	10	21	-7	-19
13	Cc1[nH]c2ccccc2c1C(C[N+](=O)[O-])c1ccco1 (configuration not stated)	-2	12	0	9	-1
20	CCC1(c2ccc(F)cc2)NC(=O)N(CC(=O)Nc2ccccc2C)C1=O (configuration not stated)	0	-4	-3	13	2
21	CCOc1ccccc1NC(=O)CCCn1cc([N+](=O)[O-])cn1	-2	-16	10	13	-1

item	Mdm2-MdmX inh	UPR CHOP act	tim10-1 inh	CXCR6 inh
23	25	1.6	8	-2
14	-22	0.6	13	6
13	6	0.2	19	4
20	-29	1.1	-7	3
21	11	0.9	17	5

New compounds follow
item	Structure	XBP1 UPR activ	TIM10 inh	APJ antag	tim23-1 inh	APJ agonist
25	Cc1ccc(NC(=O)CN2CCCN(S(=O)(=O)c3ccc(Br)s3)CC2)cc1	-5	42*	1	37	-1
26	COC(=O)c1cccc(NC(=O)CCc2cc(OC)c(OC)c(OC)c2)c1	-1	1	0	14	1
27	COc1ccc(NC(=S)N(CCCN2CCOCC2)Cc2ccccn2)cc1	1	9	2	8	2
28	CC(NC(=O)/C(C#N)=C/c1cn[nH]c1-c1ccccc1)c1ccccc1 (configuration not stated)	2	38	14	32	-17
29	Cc1cccc(N2CCN(C(=O)CN3CCOc4ccccc43)CC2C)c1 (configuration not stated)	-1	3	11	25	-2
30	Cc1ccc(NC(=O)CSc2nnc(CCNC(=O)OC(C)(C)C)o2)c(C)c1	2	-9	-9	-2	1
31	O=c1c(C(c2ccc(Br)cc2)c2c(O)nc3n(c2=O)CCS3)c(O)nc2n1CCS2	-2	-27	3	-8	-4
32	COc1ccc(C(=O)OCC(=O)NC(=O)NC2CCCC2)cc1[N+](=O)[O-]	-4	-2	10	18	-1
33	Cc1ccc(-c2cc(C(=O)N/N=C/c3ccc(F)cc3)n[nH]2)o1	-3	1	-10	14	2
34	COc1ccc(NC(=O)c2cccnc2Nc2ccccc2)cc1	1	34	-15	9	-3
35	C=CCn1c(-c2ccccc2)c[nH]c1=S	2	8	-20	-10	3
36	O=C(NCCC(=O)N1CCN(S(=O)(=O)c2ccccc2)CC1)c1ccc(Br)cc1	-1	-3	8	11	8

item	Mdm2-MdmX inh	UPR CHOP act	tim10-1 inh	CXCR6 inh
25	-6	-1.0	44*	-4
26	-32	-0.8	-1	3
27	15	0.5	5	-3
28	32	1.4	22	4
29	-26	-0.9	23	0
30	-34	-0.1	16	1
31	17	-0.9	-12	5
32	12	0.2	10	-6
33	18	0.3	3	-12
34	-6	-0.7	33	-3
35	-81	4.6	22	-12
36	-25	-2.5	14	-5

Following part:
item	Structure	XBP1 UPR activ	TIM10 inh	APJ antag	tim23-1 inh	APJ agonist
37	COc1ccc(-c2csc(N(C)C(=O)c3ccco3)n2)cc1	2	-3	2	17	0
38	COc1ccc(S(=O)(=O)N2CCC(C(N)=O)CC2)cc1	-2	5	18	-15	-2
39	CCSc1nnc(NC(=O)c2c(-c3ccccc3Cl)noc2C)s1	-4	-3	5	-3	3
40	C[C@H](CO)N1C[C@H](C)[C@@H](CN(C)C(=O)Nc2ccccc2)Oc2c(NC(=O)NC3CCCCC3)cccc2C1=O	2	-5	2	-5	-1
41	Cc1nc(NC(=O)c2ccccc2O)sc1C	0	-18	10	-5	-1
42	Oc1cccc(Nc2nc(O)c(/C=C3\C=Nc4ccccc43)s2)c1	3	18	7	-7	-3
43	Cc1ccc(C(=O)N2CCN(C(=O)CN3CCCC3)C2)cc1	5	-8	2	-2	0
44	C/C(=C\C(=O)O)C12CC3CC(CC(C3)C1)C2	3	12	2	22	-2
45	CCN(CC)c1ccc(NC(=O)COc2ccc(C)cc2)cc1	-2	-23	-8	7	1
46	CN(C(=O)c1sc2nc(N3CCOCC3)c3c(c2c1N)CCCC3)c1ccccc1	2	20	9	21	-3
47	CC(=O)c1cccc(NC(=O)C(NC(C)C)c2ccccc2)c1 (configuration not stated)	1	9	-7	11	-3
48	COc1cccc(C(=O)NC2CCNCC2)c1	-5	-5	12	11	-1

item	Mdm2-MdmX inh	UPR CHOP act	tim10-1 inh	CXCR6 inh
37	-87	4.5	-3	5
38	-18	-0.4	-23	9
39	1	-2.0	28	0
40	-22	1.3	-9	13
41	-41	5.2	-3	-17
42	-35	0.6	-1	-6
43	20	-1.8	-8	-18
44	2	-1.9	28	-8
45	-5	-1.4	-16	-8
46	-1	1.7	30	-8
47	19	-1.3	-1	-1
48	-11	-0.3	0	4

The list continues.
item	Structure	XBP1 UPR activ	TIM10 inh	APJ antag	tim23-1 inh	APJ agonist
49	CCNS(=O)(=O)c1ccc(CCC(=O)Nc2ccc(C(=O)OC)cc2)cc1	-3	14	2	7	-1
50	CCC(C)N(C(=O)CSc1ncnc2sccc12)C1CCS(=O)(=O)C1 (configuration not stated)	-1	0	14	-1	-2
51	COC(=O)c1cc2ccsc2n1CC(=O)Nc1cc(Cl)ccc1OC	-4	24	0	9	0
52	CCc1cccc(C)c1NS(=O)(=O)c1c(C)nc2sccn2c1=O	-2	19	-2	25	2
53	O=C(CCn1nnc2ccccc21)N/N=C\Cc1ccccc1	2	1	17	-3	-2
54	Cc1ccc(N=Nc2c(N)n(-c3ccccc3)[nH]c2=O)cc1	-2	15	27	-6	-5
55	O=C(Nc1ccccc1N1CCN(c2ccc(F)cc2)CC1)C12CC3CC(CC(C3)C1)C2	-1	23	4	3	-5
56	CCOc1ccccc1NC(=O)c1ccccc1N(C)S(C)(=O)=O	-3	-13	-13	-5	-4
57	COc1ccc(C(=O)N/C(=C\c2ccccc2)C(=O)Nc2cccc(C(=O)O)c2)cc1	3	-1	-2	6	1
58	Cc1cc(NC(=O)c2noc3c2CCc2ccccc2-3)no1	2	-6	6	-7	-3

item	Mdm2-MdmX inh	UPR CHOP act	tim10-1 inh	CXCR6 inh
49	-25	-0.2	3	0
50	2	1.3	-7	1
51	42	10.0	14	1
52	-27	-1.2	22	2
53	4	0.8	16	-4
54	-269	0.5	10	6
55	9	0.3	26	0
56	5	-1.3	-15	-7
57	-1	3.4	-17	9
58	-36	5.6	-10	6

Source: PubChem BioAssay

Only part of the results is shown. The share of hits here may be higher or lower than overall.
